aSyn yeast inh – qHTS of alpha-syn Inhibitors; Yeast expressing alpha-synuclein, growth rescue, BacTiter-Glo, 24 h; Potency, µM (doses to about 46.1 µM), inactives show top-dose growth rescue (activation), actives largely listed as activators; hit rate 0.14% among 370,000; AID 652106, 2013; note: potency is the fitted concentration of half-maximal effect; % of control where 0% means no effect; nearly all actives have a fitted effect of over 65% in size
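Readout is rescue of growth in alpha-synuclein-expressing yeast, so inhibitors of toxicity appear as activators. Growth after 24 hr at 30 deg C in galactose medium is quantified by luminescence.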
GLP1R inv ag – qHTS of GLP-1 Receptor Inverse Agonists (Inhibition Mode); Glucagon-like peptide 1 receptor (Homo sapiens), P43220; HEK293 GLP-1R CRE-luciferase, luminescence, 24 h; GLP-1R form is constitutively active; Potency, µM (doses to about 38.3 µM), without a hit: at the top dose activity change, negative = inhibition, usual class: inhibitors; hit rate 1.6% among 410,000; AID 624417, 2012; note: potency is the fitted concentration of half-maximal effect; % is set by controls: 0 for no effect and ±100 for the full control effect; nearly all actives have a fitted effect of over 55% in size
Target sequence (P43220 whole entry, looked up): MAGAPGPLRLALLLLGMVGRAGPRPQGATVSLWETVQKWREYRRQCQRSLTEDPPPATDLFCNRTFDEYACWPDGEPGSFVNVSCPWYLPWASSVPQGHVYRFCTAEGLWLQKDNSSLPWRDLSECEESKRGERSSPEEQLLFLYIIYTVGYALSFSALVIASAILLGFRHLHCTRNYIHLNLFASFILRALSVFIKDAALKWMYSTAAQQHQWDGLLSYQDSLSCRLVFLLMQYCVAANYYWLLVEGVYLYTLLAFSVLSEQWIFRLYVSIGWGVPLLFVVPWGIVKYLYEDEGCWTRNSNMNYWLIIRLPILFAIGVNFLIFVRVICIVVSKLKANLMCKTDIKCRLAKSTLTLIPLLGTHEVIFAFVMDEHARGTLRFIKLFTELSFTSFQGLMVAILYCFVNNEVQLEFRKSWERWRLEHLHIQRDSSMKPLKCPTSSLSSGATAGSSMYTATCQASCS
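Constitutively active GLP-1R drives a cAMP-responsive luciferase in stably transfected HEK293 cells; test compounds are added after overnight (12 h) attachment and left 24 hr, and signal loss in luminescence marks inhibition.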
PTHR1 agonist – qHTS for PTHR1 Agonists: Primary Screen | Parathyroid hormone/parathyroid hormone-related peptide receptor (Homo sapiens), Q03431 | HEK293 GP2 PTHR1 cells, GloSensor cAMP luminescence, 1 h | Potency, µM (series often up to 115 µM), inactives show at the top dose activation, actives largely listed as activators | hit rate 0.075% among 410,000; note: potency is the fitted concentration of half-maximal effect; nearly all actives have a fitted effect of over 55% in size; some results filed as inactive show a strong effect at the top dose; inactives centre near -15; many of its hits are not listed in these tables
Target sequence (Q03431 whole entry, looked up): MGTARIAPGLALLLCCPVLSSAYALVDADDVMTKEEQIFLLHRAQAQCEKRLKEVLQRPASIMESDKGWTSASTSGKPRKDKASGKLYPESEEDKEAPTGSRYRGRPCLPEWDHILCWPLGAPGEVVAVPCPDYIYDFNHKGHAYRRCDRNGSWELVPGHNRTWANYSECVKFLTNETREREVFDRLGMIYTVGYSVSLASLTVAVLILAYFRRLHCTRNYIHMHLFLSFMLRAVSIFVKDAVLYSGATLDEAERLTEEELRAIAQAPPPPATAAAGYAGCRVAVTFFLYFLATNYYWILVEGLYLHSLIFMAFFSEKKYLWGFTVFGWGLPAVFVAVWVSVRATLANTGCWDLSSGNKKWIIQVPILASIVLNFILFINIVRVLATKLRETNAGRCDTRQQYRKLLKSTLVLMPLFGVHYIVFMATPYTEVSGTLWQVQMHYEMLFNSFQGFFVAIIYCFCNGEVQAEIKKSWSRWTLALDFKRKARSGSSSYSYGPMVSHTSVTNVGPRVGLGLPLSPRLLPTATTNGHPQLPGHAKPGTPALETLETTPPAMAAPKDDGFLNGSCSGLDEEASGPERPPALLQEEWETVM
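HEK-293-derived GP2 cells expressing PTHR1 and a GloSensor cAMP reporter, 3,000/well, plated overnight, given luciferin plus IBMX (each 0.5 mM as added) for 1 h at 37 °C, then compound for 1 h at 37 °C. Luminescence was read after 15 min at room temperature.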
GLP1R cytotox – qHTS of GLP-1 Receptor Inverse Agonists: Cytotox Screen; HEK293 cAMP-luciferase reporter cells, luminescence, 24 h; Potency, µM (highest dose often 38.3 µM), for inactives: top-dose activity change, negative = inhibition, usual class: inhibitors; hit rate 0.13% among 410,000; AID 624418, 2012;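 note: loss of luciferase light is scored as toxicity; potency is the fitted concentration of half-maximal effect; % is set by controls: 0 for no effect and ±100 for the full control effect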
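1536-well qHTS counterscreen of the MLSMR; 200 cells/uL, 12 h pre-incubation, 23 nL cpd, 24 h at 37 deg C 5% CO2, luciferase detection reagent, 12 min RT, luminescence. Inhibition = undesired.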
Mm-Cpn inhibitor – Inhibitors of TCP-1 ring complex (TRiC) of Methanococcus maripaludis (MmCpn): qHTS. Chaperonin Mm-Cpn (Methanococcus maripaludis). hit rate 0.031% among 330,000. AID 504842, 2011. Potency, µM (highest dose often 76.9 µM), for the others: at the top dose activity, negative = inhibition, actives largely listed as inhibitors. purified Mm-Cpn ATPase, ADP Transcreener TR-FRET; note: potency is the fitted concentration of half-maximal effect; % is set by controls: 0 for no effect and ±100 for the full control effect; nearly all actives have a fitted effect of over 80% in size
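Quantitative HTS used 25 nM Mm-CPN and 10 uM ATP in magnesium/KCl Tris buffer, pH 7.4, with 1 mM DTT. Hydrolysis ran 30 min at 37°C; ADP was read by HTRF.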
Abeta rescue – qHTS for compounds that reverse cellular toxicity of Amyloid beta (A-beta) peptide in yeast: Primary Screen | yeast expressing A-beta42, growth rescue, OD600, 48 h; response scale: 0% DMSO, 100% iron-clioquinol control | Potency, µM (series often up to 46.1 µM), inactives show at the top dose growth rescue, usual class: activators | AID 1347071, 2019 | hit rate 0.063% among 410,000; note: potency is the fitted concentration of half-maximal effect; nearly all actives have a fitted effect of over 55% in size
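Growth rescue measured by 600 nm absorbance after 48 h yeast culture at 30 C with compound. Values normalized between DMSO and an equimolar ferric chloride plus clioquinol control.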
TDP43 rescue – qHTS of TDP-43 Inhibitors; TDP-43 expressing yeast growth rescue, BacTiter-Glo, 24 h; Potency, µM (highest dose often 46.1 µM), for the others: at the top dose growth rescue (activation), hits mostly activators; hit rate 1.8% among 410,000; note: potency is the fitted concentration of half-maximal effect; % of control where 0% means no effect; nearly all actives have a fitted effect of over 50% in size
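Galactose-induced TDP-43 yeast, OD600=0.02, compound pinned; 24 hr, 30 deg C; BacTiter-Glo luminescence for growth. Inhibitors of TDP-43 toxicity read as activators.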
Akt phos inh – HTS Assay for Inhibitors of Akt Phophorylation: Primary Screen. Neuro2A IGF-stimulated pAkt S473 HTRF, 20 min; stronger effect = lower value. activity change, % for hits at 50 µM. hit rate 0.32% among 360,000; in the data active = activity change below about -80%; inconclusive = mostly about -51% to -80%; note: % is set by controls: 0 for no effect and ±100 for the full control effect
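Neuro2A cells in DMEM with 0.5% FBS, overnight at 37 deg C, given compound at single 50 µM final, then IGF (6 nM final) for 20 min at 37 deg C. Lysed; phospho-Akt Ser473 by HTRF after 24 h, 665/615 ratio.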
FUS suppressor – qHTS for Suppressors of FUS Proteinopathy: Primary screen using FUS-linked yeast assay; hit rate 0.24% among 390,000; S. cerevisiae FUS-expressing, growth rescue, OD600, 24 h; AID 1347120, 2019; Potency, µM (series often up to 76.6 µM), for inactives: at the top dose growth rescue (activation), most hits filed as activators;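 note: potency is the fitted concentration of half-maximal effect; plate controls were DMSO vehicle for no effect and reference control for full effect; nearly all actives have a fitted effect of over 55% in size; some results filed as inactive show a strong effect at the top dose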
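FUS-expressing yeast, raffinose-pregrown, induced in 2% galactose minimal medium at OD 0.005; compounds in a dilution series, 24hr at 30C. Growth restoration read as absorbance at 600 nm. CP55940 positive control, DMSO negative.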
Active calls of the source: *; i = inactive; u = inconclusive; x = not tested or not shown; & = joins results of further samples; [ ] = remark or other dose. Unless noted, calls come from the whole dose curve; as a rule, active = well fitted curve in the direction sought with a large enough effect; inconclusive = small, poorly fitted or top-dose-only effect, or another doubt; inactive = no such curve, though single readings can be large; an effect the other way counts as inactive or inconclusive.

SMILES	aSyn yeast inh	GLP1R inv ag	PTHR1 agonist	GLP1R cytotox	Mm-Cpn inhibitor	Abeta rescue	TDP43 rescue	Akt phos inh	FUS suppressor
CC1=C(C(=O)Nc2ccc([N+](=O)[O-])cc2)C(c2cccc(C(F)(F)F)c2)NC(=S)N1c1ccccc1 (stereo not drawn)	-3%	u	-22%	u	-2%	14%	0%	i	10µM*
Cc1cccn2c(=O)nc(SCC(=O)NCc3ccc(F)cc3)nc12	-2%	-27%	-11%	-2%	u	7%	17%	i	5%
COc1ccc(NC(=O)c2oc3ccccc3c2NC(=O)c2ccco2)cc1	3%	2%	-3%	3%	-6%	17%	-20%	i	19%
Cc1snc2sc(C(=O)c3ccc(F)cc3)c(N)c12	6%	42%[activator]	-8%	0%	-1%	-4%	27%	i	-6%
CCC(C)NC(=O)COC(=O)c1cc([N+](=O)[O-])ccc1Sc1nc(C)cs1 (stereo not drawn)	1%	u	-2%[57.5 µM]	0%	1%	15%	3%	i	34%
Cc1ccc(S(=O)(=O)Nc2nc3ccccc3nc2Nc2cccc(S(=O)(=O)N3CCCC3)c2)cc1	6%	u	-34%[inhibitor]	-3%	-8%	1%	-5%	i	8%
CCCCOc1ccc(/C=C/C(=O)NCCc2nc3ccccc3[nH]2)cc1	-2%	2%	-13%	3%	-2%	3%	-3%	i	21%
O=S(=O)(c1cccs1)N1CCN(CC(O)COc2cc(Cl)ccc2Cl)CC1 (stereo not drawn)	1%	7.9µM*	-9%[57.5 µM]	-28%	2%	24%	-1%	i	8%
Cc1cc(=O)oc2c(C)c(OCC(=O)NCCCn3ccnc3)ccc12	0%	-4%	-32%[inhibitor]	-24%	3%	-11%	2%	i	15%
COc1cc(CNc2nc3ccccc3s2)cc(OC)c1OC	0%	-4%	-29%	11%	-2%	28%	-13%[1.82 µM]	i	12%
CCOc1cc(C(=O)Nc2ccc([N+](=O)[O-])cn2)cc(OCC)c1OCC	1%	10%	-9%	-1%	0%	6%	-1%	i	8%
CCSc1nnc(NC(=O)[C@H](C)N2C(=O)C3CC=CCC3C2=O)s1 (stereo partly drawn)	4%	3%	-18%	4%	3%	3%	20%	i	-9%
COc1ccc(C2N(c3ccccc3)C(=O)C2(F)F)cc1OC (stereo not drawn)	2%	10%	-21%	-4%	2%	-2%	u	i	11%
CCN(CC)S(=O)(=O)c1cc(NC(=O)c2ccccc2OCc2c(C)noc2C)ccc1C	1%	u	-25%	-14%	x	-9%	8%	i	x
COc1ccc(S(=O)(=O)N(CC(=O)N2CCOCC2)c2ccc(F)cc2)cc1OC	-4%	5%	-12%	7%	0%	2%	7%	i	13%
CCOC(=O)C1=C(N)N2C(=O)C(C)SC2=C(C(=O)OCC)C1c1ccc(O)cc1 (stereo not drawn)	0%	11%	28%	14%	1%	10%	u	i	u
Cc1cc(C(=O)CN2C(=O)NC3(CCC(C)CC3)C2=O)c(C)n1C (stereo not drawn)	6%	-9%[7.66 µM]	-13%	7%[7.66 µM]	-5%	26%	5%	i	14%
Cc1cc(C(=O)COC(=O)c2cccnc2Cl)c(C)n1CC1CCCO1 (stereo not drawn)	-10%	u	-41%	-9%	2%	-30%	0%	i	7%
CCC(=O)Nc1ccc(C(=O)Nc2c[nH]c(=O)[nH]c2=O)cc1	-5%	42%[activator]	i	18%	1%	-16%	19%	i	-6%
CCOC(=O)C(NC(=O)CCC(=O)Nc1ccc(S(N)(=O)=O)cc1)C(O)c1ccccc1 (stereo not drawn)	-16%	0%	u	4%	1%	4%	-17%	i	7%
Fc1cccc(-c2n[nH]c(=S)n2-c2ccccc2)c1	0%	7%	-17%	u	-29%	-4%	22%	i	-24%
Cc1ccc(C(=O)NC(=S)Nc2ccccc2C)cc1	-9%	u	-24%	u	0%	26%	u	i	-3%
COc1ccccc1-c1noc2ncnc(Nc3cccc(C)c3C)c12	7%	-18%	-31%[inhibitor]	-8%	0%	24%	18µM*	i	-6%
Cn1ccsc1=NC(=O)c1ccc(S(=O)(=O)C(F)F)cc1	0%	23%	i	12%	-6%	1%	-4%	i	7%
CCC(=O)N1CCc2cc(Br)cc(S(=O)(=O)N3CCN(c4ccc(C)cc4)C(C)C3)c21 (stereo not drawn)	x	16%	-19%	2%	x	-1%	22%	x	-7%
COc1cc(-c2noc(-c3ccc(NC4CCCCC4)c([N+](=O)[O-])c3)n2)cc(OC)c1OC	x	0%	-14%	-1%	x	0%	14%	x	-14%
COc1ccc(OCCOC(=O)c2cccs2)cc1	-3%	-3%	-27%	1%	-2%	-4%	26%	i	6%
Cc1noc(C)c1S(=O)(=O)N(C)C[C@H]1Oc2c(NC(=O)NC3CCCCC3)cccc2C(=O)N([C@H](C)CO)C[C@@H]1C	8%	12%	-5%	-29%	0%	-7%	1%	i	u
Cc1ccc(C(c2nnnn2CC2CCCO2)N2CCN(c3cccc(C)c3C)CC2)cc1 (stereo not drawn)	0%	u	i	15%	-2%	18%	15%	i	u
Cc1ccc(C(=O)Nc2cccc(C(F)(F)F)c2)cc1NC(=O)c1csc(-c2ccncc2)n1	0%&1%	4%&-10%	-29%	-9%&1%	-3%	0%&-5%	27%&22%	i	-1%&9%
CC(CNC(=O)CCS(=O)(=O)c1ccc2c(c1)oc(=O)n2C)c1ccccc1 (stereo not drawn)	-1%	-7%&-10%	i	-6%&-3%	4%	5%&-1%	0%&12%	i	-12%&5%
NC(=O)c1ccc(NC(=O)C2CCCC2)cc1	2%	44%[activator]	-25%	-2%	1%	10%	14%	i	-1%
COc1cc(C2CC(=O)Nc3cc4c(cc32)OCCO4)cc(Br)c1OC (stereo not drawn)	x	-62%	i	-39%	x	-21%	9%	x	11%
c1ccc(C(Cc2nc(-c3cccnc3)no2)c2ccccc2)cc1	-4%	u	-21%[57.5 µM]	21%	0%	-6%	-23%	i	u
COc1ccc(/C=C/C(=O)O)cc1S(=O)(=O)N1CCCC1	-2%	10%	-17%	5%	1%	7%	13%	i	-13%
CC(C)C[C@H]1CN(CCCC[C@H]2CNC(=O)C(=O)N2CC2CCCCC2)C(=O)C(=O)N1CCC1CCCCC1	3%	26%	-5%	4%	x	0%	33%	i	39%
CCOC(=O)C1=C(C)NC(C)=C(C(=O)OCC)C1c1ccco1	0%	-8%	i	3%	-3%	-3%	3%	i	3%
NC(=O)COC(=O)c1cccc(S(=O)(=O)N2CCCc3ccccc32)c1	6%	11%	-30%[inhibitor]	-16%	0%	1%	8%	i	14%
CC1CN(C(=O)CCNS(=O)(=O)c2ccc(Br)cc2)CC(C)O1 (stereo not drawn)	-2%	12%	i	-7%	0%	12%	9%	i	5%
O=[N+]([O-])c1cc(-c2nc(-c3ccccc3)no2)ccc1N1CCCCC1	x	u	i	2%	x	-13%	-3%	x	9%
CCOc1ccc([N+](=O)[O-])c(N)c1	8%	7%	-6%	17%	-2%	-1%	-19%	i	x
COc1cc(C(=S)N2CCCCC2)ccc1OCC(=O)N1CCCC1	0%	7%	-7%	-14%	1%	-16%	-5%	i	-15%
C/C(=N\O)C(=O)NCC1CCNCC1	-21%	16%	-5%	-8%	-1%	-24%	4%	i	-14%
Cc1ccc(NC(=O)CSCC(=O)Nc2ccccc2N2CCCC2)cc1	-1%	u	i	-1%	2%	1%	-7%	i	3%
CCOc1cccc2cc(C(=O)N3CCN(C/C=C/c4ccccc4)CC3)c(=O)oc12	1%	-4%	i	4%	-1%	6%	-20%	x	28%
O=C(NC(=S)Nc1c(F)cc(F)cc1Br)c1ccc2c(c1)OCCO2	-2%	19%	-12%	-15%	-5%	-9%	-5%	i	0%
Cc1cccc(NC(=O)COC(=O)CCCC2=NS(=O)(=O)c3ccccc3N2)c1	-2%	3%&12%	-25%&6%	-6%&1%	2%	5%&10%	-10%&20%	i	-4%&-1%
CC1(C)CC(=O)C(N=Nc2ccc(Cl)cc2)=C(O)C1	-6%	13%	-28%	-16%	2%	-6%	-15%	i	-2%
Cc1c(NC(=O)c2cc(-c3ccco3)on2)c(=O)n(-c2ccccc2)n1C	0%	0%	-7%[57.5 µM]	3%	3%	-9%	-12%	i	23%
COc1cc(C(=O)OCC(=O)Nc2c(F)c(F)c(F)c(F)c2F)cc(OC)c1OC	-2%	-7%	12%[57.5 µM]	-6%	-2%	-13%	4%	i	5%
O=C(NCc1ccc2c(c1)OCO2)C1CCN(S(=O)(=O)c2cccs2)CC1	-1%	0%	-15%	-7%	3%	15%	0%	i	27%
CC(C)CC(=O)NC(=S)Nc1cc(C(=O)O)ccc1Cl	0%	14%	-11%	-1%[1.53 µM]	1%	9%	-1%	i	9%

Compound profiles, as listed above. Order of screens: aSyn yeast inh	GLP1R inv ag	PTHR1 agonist	GLP1R cytotox	Mm-Cpn inhibitor	Abeta rescue	TDP43 rescue	Akt phos inh	FUS suppressor
C/C(=N\O)C(=O)NCC1CCNCC1 across the screens: -21%	16%	-5%	-8%	-1%	-24%	4%	i	-14%
O=C(NCc1ccc2c(c1)OCO2)C1CCN(S(=O)(=O)c2cccs2)CC1 across the screens: -1%	0%	-15%	-7%	3%	15%	0%	i	27%

This is a subset; count on the stated rates, not on these rows.
